# ROS inducer: raises reactive oxygen species in U2OS cancer cells; 2% of 46,000 active; ROS induction (% of piperlongumine), % at 10 µM; U2OS ROS induction, H2DCF-DA fluorescence; in the data active = ROS induction above about 79%, passing the limit was not always enough;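 note: 0% = DMSO vehicle median and 100% = reference compound median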
# * hit, by the source's call. Only part of the results is shown (hit frequency here may not be typical).
SMILES,ROS inducer
O=C(COC(=O)c1ccccc1NCc1ccco1)c1ccc(Cl)cc1,-1.7
C[C@H](CO)N1C[C@H](C)[C@H](CN(C)C(=O)NC2CCCCC2)Oc2c(NC(=O)Nc3cccc4ccccc34)cccc2C1=O,74.9
CC(C)NC(=O)N(C)C[C@H]1Oc2ccc(NS(=O)(=O)c3ccc(F)cc3)cc2C(=O)N([C@@H](C)CO)C[C@@H]1C,-7.2
C[C@@H]1CN([C@@H](C)CO)C(=O)c2cccc(NC(=O)c3ccc(-c4nccs4)cc3)c2O[C@@H]1CN(C)C(=O)Nc1ccccc1,19.7
CCOC(=O)C1=C(C)NC(SCC(N)=O)=C(C#N)C1c1ccccc1 (stereo unspecified),-3.3
Cc1noc(C)c1NC(=O)Nc1cccc2c1O[C@@H](CN(C)Cc1ccc(Oc3ccccc3)cc1)[C@@H](C)CN([C@@H](C)CO)C2=O,0.2
C[C@@H]1CN([C@H](C)CO)C(=O)c2cc(NC(=O)Cc3ccccc3)ccc2O[C@H]1CN(C)C(=O)Nc1ccc2c(c1)OCO2,6.0
CC(C)NC(=O)Nc1ccc2c(c1)CC(=O)N([C@@H](C)CO)C[C@@H](C)[C@@H](CN(C)C(=O)Nc1ccccc1)O2,-9.1
COc1ccc(NC(=O)Nc2ccc3c(c2)C(=O)N([C@H](C)CO)C[C@@H](C)[C@@H](CN(C)C(=O)Nc2ccc(OC)cc2)O3)cc1,-3.9
COC(=O)CCN(C(=O)c1cccc(OC(C)=O)c1)c1ccccn1,-7.4
CC(C)(C)S(=O)(=O)c1cnc(-c2cnccn2)nc1N,11.4
C[C@@H]1CN([C@H](C)CO)C(=O)Cc2cc(NC(=O)CCC(F)(F)F)ccc2O[C@@H]1CN(C)CC1CCCCC1,-0.5
C[C@@H]1CN([C@H](C)CO)C(=O)c2cc(NC(=O)Cc3cn(C)c4ccccc34)ccc2O[C@H]1CN(C)Cc1ccc2c(c1)OCO2,16.3
CCCC(=O)Nn1cnc2c(c1=O)C1(CCCC1)Cc1ccccc1-2,-23.4
C[C@@H]1CN([C@@H](C)CO)C(=O)c2cc(NS(=O)(=O)c3ccc(F)cc3)ccc2O[C@@H]1CN(C)C(=O)Nc1cccc2ccccc12,15.7
Cc1c(C)c(C)c(CSc2ccccn2)c(C)c1C,-3.7
FC(F)(F)c1ccc(NC(=S)N2CCn3cccc3C2c2cccs2)cc1 (stereo unspecified),0.0
C1=C(c2cccs2)CC(c2cccs2)=NN=C1c1cccs1,41.8
Cc1nc(SCC(=O)Nc2ccc([N+](=O)[O-])cc2)[nH]c(=O)c1C,45.9
COc1cccc(NC(=O)CNC(=O)c2ccco2)c1,-23.1
COc1ccc(OC)c(NC(=O)c2ccc(C)c(S(=O)(=O)Nc3ccc(C)cc3)c2)c1,56.9
Cc1noc(C)c1NC(=O)N(C)C[C@@H]1Oc2c(NS(=O)(=O)c3cn(C)cn3)cccc2C(=O)N([C@H](C)CO)C[C@H]1C,-11.6
Nc1c(C(=O)Nc2ccccc2)sc2nc3c(cc12)CCCCC3,41.7
Cc1ccc(NC(=O)CSc2nc3ccccc3c(=O)n2CC2COc3ccccc3O2)cc1 (stereo unspecified),3.3
CC1(C)CC(=O)C(C2C3=C(CC(C)(C)CC3=O)Oc3ccc(Br)cc32)C(=O)C1 (stereo unspecified),-11.4
C[C@@H]1CN([C@@H](C)CO)C(=O)Cc2cc(NC(=O)Nc3ccc4c(c3)OCO4)ccc2O[C@@H]1CN(C)Cc1ccncc1,18.7
O=C(c1ccc(CSc2cccc3cccnc23)cc1)N1CCOCC1,-15.9
COc1ccc(NC(=O)N(C)C[C@@H]2Oc3ccc(NC(=O)Nc4c(C)noc4C)cc3C(=O)N([C@@H](C)CO)C[C@@H]2C)cc1,-8.2
Cc1ccc(N(C(C)C(=O)Nc2cccc(C(F)(F)F)c2)S(C)(=O)=O)cc1C (stereo unspecified),-10.1
Cc1nc(S(=O)(=O)N[C@H]2CCN(Cc3ccc(OCCO)cc3)C2)cn1C,3.9
Cc1ccc(F)cc1NC(=O)CCCSc1nc(-c2ccco2)cc(C(F)(F)F)n1,1.4
COc1ccc(NC(=O)N(C)C[C@H]2Oc3ccc(NS(=O)(=O)c4ccc(Cl)cc4)cc3C(=O)N([C@@H](C)CO)C[C@H]2C)cc1,-5.8
C[C@@H]1CN([C@H](C)CO)C(=O)c2cc(NC(=O)CCCN(C)C)ccc2O[C@@H]1CN(C)Cc1ccc(-c2ccccc2)cc1,5.1
C[C@H](CO)N1C[C@H](C)[C@@H](CN(C)Cc2ccc3c(c2)OCO3)Oc2ccc(NS(=O)(=O)c3ccc(Cl)cc3)cc2C1=O,33.0
CC(=O)Nc1ccc(NC(=O)CN(C)S(=O)(=O)c2ccc3ccccc3c2)cc1,3.1
C[C@@H]1CN([C@@H](C)CO)C(=O)c2cc(NC(=O)Nc3ccccc3)ccc2O[C@@H]1CN(C)C(=O)NC1CCCCC1,-0.2
Cc1noc(C)c1S(=O)(=O)NCC1COc2ccccc2O1 (stereo unspecified),-2.4
N#Cc1ccc(N2CCCN(C(=S)NC3CCCC3)CC2)nc1,56.0
CCOC(=O)/C(C#N)=C1/C=CN(C)C=N1,20.4
COc1ccc(S(=O)(=O)Nc2ccc3c(c2)C(=O)N([C@H](C)CO)C[C@@H](C)[C@@H](CN(C)Cc2ccncc2)O3)cc1,-7.9
O=C(COc1ccccc1[N+](=O)[O-])Nc1ccc(N2CCN(C(=O)c3ccco3)CC2)cc1,57.3
CNC[C@H]1OCc2cn(nn2)CCCC(=O)N([C@H](C)CO)C[C@H]1C,-5.0
O=C(O)CC(Cc1ccc(Cl)cc1)C(=O)Nc1ccccc1I (stereo unspecified),-4.2
C[C@@H]1CN([C@H](C)CO)C(=O)c2cccc(NC(=O)Nc3ccc(F)cc3)c2O[C@H]1CN(C)C(=O)Nc1ccc(F)cc1,6.0
CC(C)NC(=O)N(C)C[C@@H]1Oc2ccc(NC(=O)Nc3ccc(F)cc3)cc2CC(=O)N([C@@H](C)CO)C[C@@H]1C,-5.1
O=C(CS(=O)c1ccccc1[N+](=O)[O-])Nc1cccc(C(F)(F)F)c1 (stereo unspecified),-6.1
CCOc1ccc(C(=O)N2CCCCC2)cc1,-4.8
O=C(/C=C/c1ccc(O)cc1)OC[C@]12O[C@H]1[C@@H](O)[C@@H]1C=CO[C@@H](O[C@@H]3O[C@H](CO)[C@@H](O)[C@H](O)[C@H]3O)[C@@H]12,-12.0
C[C@@H]1CN([C@H](C)CO)C(=O)c2cc(NS(C)(=O)=O)ccc2O[C@H]1CN(C)Cc1ccccc1,5.3
COC(=O)c1ccccc1NC(=O)CN(C1CCCCC1)S(C)(=O)=O,-6.4
C[C@H]1CN([C@@H](C)CO)C(=O)c2cccc(NS(=O)(=O)c3ccccc3)c2O[C@@H]1CN(C)Cc1ccccc1,20.0
C[C@H]1CN([C@@H](C)CO)C(=O)c2cccc(NC(=O)C3CCOCC3)c2O[C@H]1CN(C)C(=O)NC1CCCCC1,-2.1
C[C@H](CO)N1C[C@H](C)[C@H](CN(C)Cc2ccc(-c3ccccc3)cc2)Oc2c(NC(=O)c3ccc(-c4nccs4)cc3)cccc2C1=O,31.5
C[C@@H]1CN([C@H](C)CO)C(=O)c2cc(NS(=O)(=O)c3ccccc3)ccc2O[C@@H]1CN(C)Cc1ccc(C(=O)Nc2ccccc2N)cc1,16.6
O=C(NO)c1cccc(C(=O)N/N=C/c2ccc(O)c(F)c2)c1,-3.3
CN(CC(=O)Nc1cccc(Cl)c1)S(=O)(=O)c1ccccc1,2.9
Cc1c(Cl)cccc1NC(=O)c1ccc(OCC(=O)Nc2ccc(F)cc2)cc1,14.0
Cc1noc(C)c1NC(=O)Nc1ccc2c(c1)CC(=O)N([C@H](C)CO)C[C@@H](C)[C@@H](CN(C)S(=O)(=O)c1cccs1)O2,106.0*
COc1ccc(CN(C)C[C@H]2Oc3ccc(NC(=O)Nc4ccc5c(c4)OCO5)cc3C(=O)N([C@@H](C)CO)C[C@H]2C)cc1,-6.2
CCOc1ccc(N2C(=O)CCC2=O)cc1,-5.6
# The list continues.
SMILES,ROS inducer
COc1cc(O)c2c(=O)oc3c(O)c(OC)cc(C)c3c2c1,4.2
CN(C(=O)c1cccc(N2C(=O)C3C4C=CC(C4)C3C2=O)c1)C1CCCCC1 (stereo unspecified),1.6
C[C@@H]1CN([C@@H](C)CO)C(=O)c2cc(NC(=O)Nc3cccc4ccccc34)ccc2O[C@@H]1CN(C)Cc1ccc(C(=O)O)cc1,-8.4
Cc1ccc(OCC(=O)Nc2ccccc2N2CCN(S(C)(=O)=O)CC2)cc1,18.2
CS(=O)(=O)N(CC(=O)Nc1c(F)cccc1F)c1cccc(Cl)c1Cl,5.9
C[C@@H]1CN([C@H](C)CO)C(=O)Cc2cc(NC(=O)CCCN(C)C)ccc2O[C@@H]1CN(C)S(=O)(=O)c1ccc(Cl)cc1,-5.1
C[C@H]1CN([C@@H](C)CO)C(=O)c2cccc(NC(=O)c3ccncc3)c2O[C@H]1CN(C)C(=O)Nc1cccc2ccccc12,-10.0
CC(C)NC(=O)Nc1ccc2c(c1)C(=O)N([C@H](C)CO)C[C@@H](C)[C@@H](CN(C)C(=O)Nc1ccc(C(F)(F)F)cc1)O2,-8.3
CC(C)NC(=O)Nc1ccc2c(c1)CC(=O)N([C@H](C)CO)C[C@@H](C)[C@H](CN(C)Cc1ccc3c(c1)OCO3)O2,0.5
Cn1c(SCC(=O)c2ccc(Br)cc2)nnc1-c1cccc([N+](=O)[O-])c1,12.2
C[C@H]1CN([C@@H](C)CO)C(=O)CCCn2cc(nn2)CO[C@H]1CN(C)Cc1ccc2cccnc2c1,-4.3
Cc1ccc(S(=O)(=O)N(C)CC(=O)Nc2ccccc2-c2ccccc2)cc1,-4.4
C[C@@H]1CN([C@@H](C)CO)C(=O)c2cc(NC(=O)CCN3CCOCC3)ccc2O[C@@H]1CN(C)C(=O)Nc1ccc(C(F)(F)F)cc1,6.9
C[C@@H]1CN([C@@H](C)CO)C(=O)CCCn2nncc2CO[C@H]1CN(C)Cc1ccc(C(=O)O)cc1,22.4
C[C@@H]1CN([C@@H](C)CO)C(=O)c2cccc(NC(=O)c3ccncc3)c2O[C@@H]1CN(C)C,-0.7
c1ccc(Nc2ncnc3sc4c(c23)CCCC4)cc1,103.5*
C[C@@H]1CN([C@@H](C)CO)C(=O)Cc2cc(NC(=O)Nc3ccc(C(F)(F)F)cc3)ccc2O[C@@H]1CN(C)C(=O)Nc1ccc(C(F)(F)F)cc1,-5.0
COC(=O)N(C)C[C@H]1OCc2cn(nn2)CCCC(=O)N([C@H](C)CO)C[C@@H]1C,2.5
C[C@@H]1CN([C@H](C)CO)C(=O)Cc2cc(NS(C)(=O)=O)ccc2O[C@@H]1CN(C)C(=O)Nc1ccc2c(c1)OCO2,-11.3
Cc1ccc(-c2cc(C(F)(F)F)n3nc(C(=O)NCc4ccco4)cc3n2)cc1,38.7
C[C@H]1CN([C@@H](C)CO)C(=O)c2cccc(NS(=O)(=O)c3ccccc3)c2O[C@H]1CN(C)C(=O)Nc1cccc2ccccc12,-9.9
COc1ccc(S(=O)(=O)N(C)C[C@@H]2Oc3c(NC(=O)Nc4cccc5ccccc45)cccc3C(=O)N([C@H](C)CO)C[C@H]2C)cc1,2.6
CC(C)(C)NC(=O)NCc1ccncc1,-8.5
Cc1[nH]c2ccccc2c1C(=O)CSc1nnc(N)s1,0.4
C[C@H](CO)N1C[C@H](C)[C@H](CN(C)C(=O)Nc2cccc3ccccc23)Oc2c(NC(=O)Nc3ccc(F)cc3)cccc2C1=O,-0.7
C[C@H](CO)N1C[C@H](C)[C@@H](CN(C)C(=O)Nc2ccccc2C(F)(F)F)OCc2cnnn2CCCC1=O,-2.8
Cc1noc(C)c1NC(=O)N(C)C[C@H]1Oc2c(NC(=O)C3CCOCC3)cccc2C(=O)N([C@H](C)CO)C[C@H]1C,-0.3
C[C@H]1CN([C@@H](C)CO)C(=O)c2cc(NC(=O)CCN3CCOCC3)ccc2O[C@@H]1CN(C)S(=O)(=O)c1ccc(Cl)cc1,-4.1
COc1cccc(-c2cnc3c(c2)C(=O)N([C@H](C)CO)C[C@H](C)[C@H](CN(C)S(=O)(=O)c2cccc(F)c2)O3)c1,38.4
COc1cccc(NC(=S)NC(Cc2ccccc2)c2ccccc2)c1 (stereo unspecified),13.4
C[C@H](CO)N1C[C@H](C)[C@H](CN(C)C(=O)Nc2ccc3c(c2)OCO3)Oc2ncc(C#CC(C)(C)O)cc2C1=O,5.9
CCOC(=O)c1sc(=S)n(-c2ccc(OC)c(Cl)c2)c1N,6.5
C[C@H](CO)N1C[C@H](C)[C@H](CN(C)CC2CC2)Oc2c(NS(=O)(=O)c3cccs3)cccc2C1=O,5.9

# 13 of the compounds above, as tab-separated lines:
mol	ROS inducer
C[C@H]1CN([C@@H](C)CO)C(=O)c2cccc(NS(=O)(=O)c3ccccc3)c2O[C@H]1CN(C)C(=O)Nc1cccc2ccccc12	-9.9
COc1ccc(S(=O)(=O)N(C)C[C@@H]2Oc3c(NC(=O)Nc4cccc5ccccc45)cccc3C(=O)N([C@H](C)CO)C[C@H]2C)cc1	2.6
CC(C)(C)NC(=O)NCc1ccncc1	-8.5
Cc1[nH]c2ccccc2c1C(=O)CSc1nnc(N)s1	0.4
C[C@H](CO)N1C[C@H](C)[C@H](CN(C)C(=O)Nc2cccc3ccccc23)Oc2c(NC(=O)Nc3ccc(F)cc3)cccc2C1=O	-0.7
C[C@H](CO)N1C[C@H](C)[C@@H](CN(C)C(=O)Nc2ccccc2C(F)(F)F)OCc2cnnn2CCCC1=O	-2.8
Cc1noc(C)c1NC(=O)N(C)C[C@H]1Oc2c(NC(=O)C3CCOCC3)cccc2C(=O)N([C@H](C)CO)C[C@H]1C	-0.3
C[C@H]1CN([C@@H](C)CO)C(=O)c2cc(NC(=O)CCN3CCOCC3)ccc2O[C@@H]1CN(C)S(=O)(=O)c1ccc(Cl)cc1	-4.1
COc1cccc(-c2cnc3c(c2)C(=O)N([C@H](C)CO)C[C@H](C)[C@H](CN(C)S(=O)(=O)c2cccc(F)c2)O3)c1	38.4
COc1cccc(NC(=S)NC(Cc2ccccc2)c2ccccc2)c1 (stereo unspecified)	13.4
C[C@H](CO)N1C[C@H](C)[C@H](CN(C)C(=O)Nc2ccc3c(c2)OCO3)Oc2ncc(C#CC(C)(C)O)cc2C1=O	5.9
CCOC(=O)c1sc(=S)n(-c2ccc(OC)c(Cl)c2)c1N	6.5
C[C@H](CO)N1C[C@H](C)[C@H](CN(C)CC2CC2)Oc2c(NS(=O)(=O)c3cccs3)cccc2C1=O	5.9
